Screening data from PubChem.
TRPV1 agonist: human TRPV1 agonism | TRPV1-expressing cells, Fluo-8 calcium influx, agonist mode | activation, % at 8.33 µM | 320,000 compounds, 0.19% hits | AID 540275; in the data active = activation above about 80%; inconclusive = between about 30% and that limit; also: 0% is about no effect
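TRPV1-expressing cells were cultured overnight at 35.5C and loaded with Fluo-8 calcium dye for 40 to 90 min at room temperature. After a 10 s baseline, compound was added and calcium influx was read kinetically for 3 min (ex 480/em 520 nm).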
Giardia killer: kills Giardia lamblia. activity change, % at 7.66 µM, hits read low. Giardia lamblia trophozoite viability. 340,000 compounds, 0.15% hits; in the data active = activity change below about -80%; inconclusive = between about -30% and that limit;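 also: parasites exposed to compound for two days anaerobically before the ATP read; % is scaled to controls: 0 for no effect and ±100 for the full control effect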
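Compounds were tested on trophozoites seeded at 100 cells/well and held 48 hrs at 37 deg C anaerobically. An ATP-based luminescent kit measured the remaining live cells.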
KCNH2 3.1 inh: inhibitors of human KCNH2 3.1 potassium channel isoform. AID 720553. U2OS KCNH2 3.1, thallium flux FluxOr; active compounds read low. 340,000 compounds, 0.95% hits. activity change, % (tested at about 1.8 µM);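 active = maximum activity change below -70%; inconclusive = maximum activity change from -70% to -50%; inactive = maximum activity change above -50%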;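 also: thallium influx rate constant from kinetic fluorescence after stimulation buffer; % is scaled to controls: 0 for no effect and ±100 for the full control effect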
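Measured as rate of thallium-driven FluxOr signal in transduced U2OS cells carrying the 3.1 channel, read kinetically for 2 min upon stimulation; values are rate constants scaled to DMSO control wells.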
CXXC DNA block: inhibitors of human MLL CXXC domain-DNA interaction; Q03164; 290,000 compounds, 0.037% hits; MLL-CXXC / FITC-HOXA9 DNA fluorescence polarization; Potency, µM (top dose mostly 115 µM), for the others: at the top dose activity change, negative = inhibition, actives largely listed as inhibitors; AID 2662; active = well fitted inhibition curve with a large enough effect in the polarisation, with a control signal flat, not every such curve was filed as active; inconclusive = small, poorly fitted or top-dose-only effect, or effect the other way, or a change in a side signal; inactive = no such curve, though single readings can be large or run the other way; the % refers to the polarisation; also: potency is read from the fitted curve at half-maximal effect
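Fluorescence polarization: 7 uM MLL-CXXC (stock) preincubated 5 min with compounds, then 50 nM fluorescein-HOX-A9 DNA (stock) added; 30 min ambient. Buffer 50 mM Tris-HCl pH 7.5, 50 mM NaCl, 1 mM DTT, 0.05% BSA.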
Coupling enz: coupling enzyme interference in Giardia aldolase counter-screen | activity change, negative = inhibition, % at 58.2 µM, hits read low | 290,000 compounds, 0.67% hits | coupling enzyme system counterscreen, AmpLite Red fluorescence | AID 2472; in the data active = activity change below about -30%; also: % is scaled to controls: 0 for no effect and ±100 for the full control effect
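Activity here indicates interference with the coupling reaction, not aldolase inhibition. Compounds at 57.5 uM final met coupling enzymes for 10 min at RT; substrate and AmpLite Red detection followed, with a 525/598 nm fluorescence read after 20 min.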
Menin MLL FP TR: displaces Texas Red mutant MLL peptide from human menin | Potency, µM (titrated, usually from 61.6 µM), for inactives: at the top dose FP activity change, negative = inhibition, actives largely listed as inhibitors | Menin + Texas Red MLL mutant peptide, fluorescence polarization | O00255 | 270,000 compounds, 0.23% hits; active = well fitted inhibition curve with a large enough effect in the polarisation, with a control signal flat, not every such curve was filed as active; inconclusive = small, poorly fitted or top-dose-only effect, or effect the other way, or a change in a side signal; inactive = no such curve, though single readings can be large or run the other way; the % refers to the polarisation; also: potency is read from the fitted curve at half-maximal effect; % of control where 0% means no effect; many of its hits are not listed in these tables
PKM2 activator: increases activity of human pyruvate kinase M2; Potency, µM (series often up to 57.5 µM), inactives show top-dose activation, hits mostly activators; purified PKM2, Kinase-Glo ATP luminescence, activation; response scale: 0% is enzyme alone, no compound; P14618; AID 1631; 260,000 compounds, 0.34% hits; also: potency is read from the fitted curve at half-maximal effect; % is scaled to controls: 0 for no effect and ±100 for the full control effect; nearly all actives have a fitted effect of over 55% in size
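Kinase-Glo luminescence reports ATP generated from ADP (0.1 mM) and PEP (0.5 mM) by purified hPK-M2 after 1 h at room temperature, pH 7.2 imidazole buffer; intermediate enzyme activity allows detecting inhibitors and activators.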
GALK inh: inhibitors of human galactokinase. 270,000 compounds, 0.007% hits. Purified GALK, Kinase-Glo residual ATP luminescence. P51570. Potency, µM (titrated, usually from 57.5 µM), for the others: top-dose activity change, negative = inhibition, most hits filed as inhibitors; also: potency is read from the fitted curve at half-maximal effect; % is scaled to controls: 0 for no effect and ±100 for the full control effect
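Kinase-Glo Plus luminescence measured ATP left after a 1 h room-temperature reaction. The reaction used 5 nM GALK, 100 uM galactose and 35 uM ATP at pH 8.0 (20 mM HEPES, 5 mM MgCl2, 60 mM NaCl, 1 mM DTT, 0.01% BSA).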
B2AR arrestin: recruits beta-arrestin to the human beta2-adrenergic receptor; beta-arrestin recruitment to beta2AR, cell-based reporter; 330,000 compounds, 0.02% hits; AID 492947; Potency, µM (series often up to 46.1 µM), for inactives: at the top dose activation, hits mostly activators; P07550;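 also: potency is read from the fitted curve at half-maximal effect; 0% = DMSO controls and full agonism = EC100 isoproterenol or metaproterenol; nearly all actives have a fitted effect of over 65% in size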
KCNH2 WT inh: inhibitors of human wildtype KCNH2 potassium channel; 340,000 compounds, 0.37% hits; AID 720551; U2OS, BacMam KCNH2, thallium flux FluxOr; active compounds read low; activity change, % at 1.84 µM;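 active = maximum activity change below -70%; inconclusive = maximum activity change between -70% and -50%; inactive = maximum activity change above -50%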; also: % is scaled to controls: 0 for no effect and ±100 for the full control effect
Target sequence (Q12809 whole entry, looked up): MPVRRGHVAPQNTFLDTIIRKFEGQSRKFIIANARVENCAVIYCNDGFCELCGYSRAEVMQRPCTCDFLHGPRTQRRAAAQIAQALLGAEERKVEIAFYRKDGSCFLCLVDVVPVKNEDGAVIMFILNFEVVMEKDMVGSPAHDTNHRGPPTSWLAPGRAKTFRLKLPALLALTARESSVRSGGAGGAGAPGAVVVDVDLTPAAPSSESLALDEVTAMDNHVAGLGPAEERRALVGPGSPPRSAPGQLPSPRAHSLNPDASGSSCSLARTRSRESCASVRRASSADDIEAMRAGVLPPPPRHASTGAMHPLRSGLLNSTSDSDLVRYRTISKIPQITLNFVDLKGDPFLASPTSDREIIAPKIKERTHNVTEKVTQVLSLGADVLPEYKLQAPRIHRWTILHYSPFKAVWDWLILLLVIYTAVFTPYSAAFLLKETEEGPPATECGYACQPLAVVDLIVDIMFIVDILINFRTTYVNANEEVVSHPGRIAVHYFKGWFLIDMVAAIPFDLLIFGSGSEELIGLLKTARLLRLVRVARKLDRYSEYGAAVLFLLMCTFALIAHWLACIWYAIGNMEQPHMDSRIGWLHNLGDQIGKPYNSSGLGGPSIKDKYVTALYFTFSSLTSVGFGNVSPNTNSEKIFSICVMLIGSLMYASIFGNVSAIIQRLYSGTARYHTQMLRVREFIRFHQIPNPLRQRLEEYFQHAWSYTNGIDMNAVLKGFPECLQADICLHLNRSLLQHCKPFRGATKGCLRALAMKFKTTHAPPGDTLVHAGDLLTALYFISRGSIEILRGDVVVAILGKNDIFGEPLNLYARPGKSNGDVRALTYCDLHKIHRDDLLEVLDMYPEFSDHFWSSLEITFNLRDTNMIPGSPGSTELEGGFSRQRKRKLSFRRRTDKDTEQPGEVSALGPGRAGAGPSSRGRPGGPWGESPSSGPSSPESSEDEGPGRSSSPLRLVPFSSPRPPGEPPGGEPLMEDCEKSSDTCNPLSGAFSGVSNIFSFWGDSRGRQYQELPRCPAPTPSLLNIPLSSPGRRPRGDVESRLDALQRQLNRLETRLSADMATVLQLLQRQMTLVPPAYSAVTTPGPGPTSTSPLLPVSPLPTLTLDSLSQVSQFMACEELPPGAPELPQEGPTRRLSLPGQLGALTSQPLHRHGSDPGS
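U2OS cells transduced with wild-type KCNH2 virus are loaded with FluxOr dye for 45 min, and thallium flux is measured in kinetic reads before and after stimulation buffer. Rate constants are normalized to DMSO controls.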
USP2a inh: blocks human ubiquitin-specific protease USP2a. Potency, µM (doses to about 38.3 µM), inactives show at the highest dose activity change, negative = inhibition, most hits filed as inhibitors. USP2 core, Ub-CHOP2 coupled fluorogenic reporter, 485/531. AID 463254. 330,000 compounds, 0.01% hits;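 also: potency is read from the fitted curve at half-maximal effect; plate controls were DMSO wells for no effect and full inhibition by NEM control for full effect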
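USP2 core (10nM final) preincubated 30min RT with compound in 20mM Tris-HCl pH 8.0, 2mM CaCl2, 2mM beta-mercaptoethanol, 0.05% CHAPS; 25nM Ub-CHOP2 plus 25nM reporter substrate added, fluorescence (Ex485/Em531) read after 60min.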
The depositor's hits bear a star; ? = inconclusive; · = no result given; [ ] = remark or other dose. Unless noted, calls follow the shape of the dose curve; as a rule, active = well fitted curve in the direction sought with a large enough effect; inconclusive = small, poorly fitted or top-dose-only effect, or another doubt; inactive = no such curve, though single readings can be large; an effect the other way counts as inactive or inconclusive. Only part of the results is shown; the hit share may differ from the screen's.

SMILES | TRPV1 agonist | Giardia killer | KCNH2 3.1 inh | CXXC DNA block | Coupling enz | Menin MLL FP TR | PKM2 activator | GALK inh | B2AR arrestin | KCNH2 WT inh | USP2a inh
O=C(Nc1nccs1)c1cnccn1 | -1 | 4 | -4 | 10% | -1 | 12% | -3% | -3% | -0.2% | 2 | 0%
O=C(Nc1nnc(-c2ccco2)o1)c1ccc(Cl)s1 | -2 | 1 | 1 | 8% | · | · | 0% | -3% | 0.2% | -10 | 5%
O=C(CN1CCSCC1)N/N=C/c1ccc(F)c(F)c1 | -2 | 5 | -1 | 3% | 0 | -7% | -45% | 3% | 0.1% | -17 | 8%
O=C(C[C@@H]1C/C=C/CC[C@@H](Cc2ccc(F)cc2)C(=O)O[C@@H](c2ccccc2)CNC1=O)NCCO | · | 13 | -16 | · | · | · | · | · | -1.6% | -2 | 6%
Cc1cc(C)cc(NC(=O)C(=S)NCc2ccccc2)c1 | 13 | 6 | -5 | -5% | 2 | 25% | -4% | 2% | -0.9% | 1 | 1%
Cc1ccc(C(=O)N2CCN(c3ccc(NC(=O)c4cccnc4)cc3)CC2)cc1 | -1 | -8 | -25 | 3% | -5 | -16% | 0% | -2% | -0.1% | -5 | -1%
Cc1c(O)c(CN2CCCC2)cc2c1oc(=O)c1ccccc12 | 4 | 23 | 17 | -1% | -1 | 11% | 11% | 4% | -0.1% | 3 | 0%
O=C(NCCc1ccccc1)c1cccc2c1C(=O)c1ccc(N3CCOCC3)cc1S2(=O)=O | · | -13 | 22 | · | · | · | · | · | -0.1% | -3 | 4%
Cn1cc(CCC(=O)NC2CC2)c2ccccc21 | 2 | -26 | 8 | -2% | -2 | 1% | · | -3% | -0.2% | -2 | -5%
O=C(c1ccncc1)N(c1ccc2oc3c(c2c1)CCCC3)S(=O)(=O)c1cccc([N+](=O)[O-])c1 | -2 | -24 | -2 | 10% | -2 | -4% | 0% | 0% | 4.8% | 4 | 0%
O=C(O)CCCN1C(=O)C2C3CCC(O3)C2C1=O (stereo unspecified) | 3 | 6 | -19 | -3% | 0 | 1% | -2% | 1% | -0.3% | -6 | 6%
CCOc1cccc2c1OC1(CCCCC1)N1N=C(c3cccnc3)CC21 (stereo unspecified) | 5 | 12 | -2 | ? | -1 | 0% | ? | · | 4.2% | 0 | 3%
COc1ccc([N+](=O)[O-])cc1N(CC(O)CN1CCCC1)S(=O)(=O)c1ccc(C)cc1 (stereo unspecified) | 2 | -17 | -23 | 5% | 0 | -3% | 1% | 0% | 0.0% | 2 | 2%
COc1cc2ccccc2cc1C(=O)Nc1ccc(CN2CCOCC2)cc1 | -1 | 8 | 4 | 12% | 2 | 0% | · | 5% | 0.1% | 9 | -1%
O=C(/C=C\c1ccc2c(c1)OCO2)Nc1c2c(nn1-c1ccc(Cl)cc1)CSC2 | 4 | 2 | 1 | 16% | 1 | -16% | 0% | · | -3.6% | -9 | 3%
CCn1c(SCC(=O)OCc2ccccc2)nc2c1c(=O)n(C)c(=O)n2C | 9 | 12 | 6 | 0% | -1 | 3% | 0% | 2% | 0.2% | 2 | 0%
CCn1ccnc1CN(C)Cc1cn[nH]c1-c1ccc(OC)c(F)c1 | -3 | -11 | 17 | -13% | 4 | -2% | 3% | -1% | -0.7% | 5 | 3%
CCN(CC(=O)N1CCOCC1)S(=O)(=O)c1ccc(F)cc1 | 2 | 7 | -13 | 5% | 2 | 4% | 1% | 6% | -0.3% | -2 | -3%
Cc1cc(N2CCC(C)CC2)nc(SCC(=O)c2ccccc2)n1 | 21 | 16 | -3 | 2% | -1 | -3% | 11% | -2% | -0.1% | 3 | -6%
O/C(=C\c1nc2ccccc2[nH]1)c1cccs1 | 4 | -24 | -23 | -8% | -14 | 3% | -15% | 0% | -0.1% | 1 | -1%
O=C(NO)c1ccccc1O | 2 | -2 | 2 | -2% | -2 | 2% | -5% | -1% | -0.5% | 0 | 1%
COC(=O)c1c(NC(=O)CN2CCC3(O)CCCCC3C2c2ccc(F)cc2)sc(C)c1C (stereo unspecified) | 20 | -3 | -21 | 10% | 0 | 5% | 2% | -1% | ? | -3 | 0%
CC(C)(C)C(=O)Nc1ccc(N=Nc2ccccc2)cc1 | 1 | ? | 5 | 13% | 3 | 16% | 3% | 7% | 0.1% | 3 | 2%
COc1ccc(OC)c(/C=C2\N=C(c3ccccc3)OC2=O)c1 | 4 | -1 | 9 | ? | 2 | 4% | 1% | -4% | -0.6% | -13 | 0%
O=C(NC(=S)Nc1ccc(NC(=O)c2cccs2)cc1)c1ccc([N+](=O)[O-])cc1 | 2 | -10 | -34 | 1% | -2 | ? | -10% | 1% | -0.5% | -10 | -1%
Cc1noc(C)c1-c1ccc2ncnc(NCC3CCCCN3C)c2c1 (stereo unspecified) | 2 | -2 | · | · | -3 | -1% | · | · | -0.7% | · | 1%
O=C(c1ccc(S(=O)(=O)N2CCOCC2)cc1)N1CCN=C1SCc1cccnc1 | 10 | -13 | 12 | 1% | 1 | -4% | -1% | 0% | 0.4% | 1 | 1%
CCNc1nc(NCC)nc(N/N=C/c2ccc(Br)cc2)n1 | -2 | -19 | -8 | 6% | 5 | 5% | 1% | 10% | 0.3% | 29 | 1%
CCCCN(C)CCCNC(=O)/C=C1\Sc2ccccc2NC1=O | -1 | 6 | 5 | 15% | 0 | 5% | 2% | 1% | 0.0% | 9 | 10%
O=C(O)C1CCN(C(=O)CCc2ccccc2)CC1 | 0 | 8 | -7 | 4% | 3 | · | 0% | 1% | -1.1% | 0 | 3%
O=C(OCC(=O)c1c[nH]c2ccccc12)c1cccc(S(=O)(=O)N2CCCCCC2)c1 | -3 | 14 | 10 | 3% | 1 | ? | 4% | -4% | 3.2% | -2 | 0%
Cc1cc(C)c2c(=O)n(CC(=O)Nc3ccc(Br)c(C)c3)sc2n1 | 12 | 12 | -25 | 3% | 5 | · | ? | -1% | -0.2% | -1 | 1%
COc1ccccc1CNC(=O)CCS(=O)(=O)c1cccs1 | -1 | 23 | -9 | -1% | 0 | ? | -8% | 3% | 0.0% | 0 | 1%
Cc1ccc2nc(SCC(=O)Nc3cc(C)on3)nc(=O)n2c1 | -2 | -12 | -3 | · | · | · | · | · | 0.0% | -4 | 0%
Nc1ccc(C(=O)N/N=C\c2ccc(OC(=O)c3ccccc3Cl)cc2)cc1 | 8 | -7 | -11 | 84%[activator] | 1 | ? | -4% | -6% | -0.3% | 0 | 3%
Cc1cc(CN(C)C(=O)CC2C(=O)NCCN2Cc2ccc(F)c(F)c2)on1 (stereo unspecified) | 1 | 8 | 8 | -11% | -1 | -5% | -15% | 8% | 0.5% | -1 | 2%
O=C(CN1CCC(NC(=O)c2ccc(F)cc2)CC1)NCc1ccccc1F | -4 | -18 | 6 | -2% | 4 | -4% | -1% | 3% | -0.2% | 7 | 1%
Cc1ccc(-n2c(SCC(N)=O)nnc2-c2ccc(S(=O)(=O)N3CCCCC3)cc2)c(C)c1 | 1 | -2 | -41 | 1% | 0 | -6% | 9% | -1% | -0.4% | 11 | -2%
O=C(Cc1ccsc1)N1CCN(S(=O)(=O)c2ccccc2F)CC1 | 0 | -9 | 10 | · | · | · | · | · | 0.1% | 0 | -1%
C=CCNC(=S)NNC(=O)CC12CC3CC(CC(C3)C1)C2 | 0 | 11 | -16 | -7% | -1 | · | 2% | -1% | -0.8% | 17 | 0%
O=C(NCCOc1ccccc1-c1ccccc1)c1ccco1 | ? | 24 | 13 | 0% | -7 | 4% | -2% | -2% | -0.2% | 2 | 8%
Cc1cc(C)c(C(=O)CC2(O)C(=O)Nc3ccccc32)cc1C (stereo unspecified) | 1 | 8 | 4 | 3% | 0 | -18% | -1% | 0% | -0.6% | -7 | 4%
COc1ccc(CCN(C)C(=O)c2ccc3c(=O)n4c(nc3c2)CCCCC4)cc1OC | · | 2 | 4 | · | · | · | · | · | -0.1% | -11 | 1%
O=C(CSc1ccc(Cl)cc1)Nc1ccccc1N1CCN(C(=O)c2ccccc2)CC1 | 19 | 6 | -28 | 0% | -1 | ? | 4% | -1% | -0.3% | 1 | -6%
